F508del corr: F508del CFTR correction, initial screen, CFBE line, single point; CFBE cells, YFP halide quenching; stimulated with forskolin plus potentiator P3; % fluorescence drop versus neutral controls; actives 0.36% (n = 350,000); activity (quench increase), % at 7.58 µM; AID 720511, 2013;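 active = mean added fluorescence quench of at least 8% versus neutral control, with both replicates also reaching 8%; inconclusive = only one of the mean or replicate conditions met; inactive = mean below 8% and not both replicates reaching 8%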;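 note: cells transiently co-express mutant CFTR-F508del with the halide-sensitive YFP; corrector assay measuring rescue of mutant channel to the surface after 24 h compound exposure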
DENV2 CPE rescue: inhibitors of DENV2 cytopathic effect, primary screen, cell-based, plate reader, single concentration. CPE inhibition, % at 9.99 µM. actives 1.7% (n = 350,000). DENV2-infected cells, cytopathic effect rescue; in the data active = CPE inhibition above about 20%, passing the limit was not always enough; inconclusive = no clear call, values can overlap the other calls; tested in BHK-21 cells;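 note: 0% = median of neutral control wells and 100% = median of positive control wells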
RAD54 branch: inhibitors of human RAD54 branch migration, primary screen, biochemical, fluorescence, single point; RAD54 Holliday junction branch migration, FAM/BHQ fluorescence; actives 0.14% (n = 360,000); AID 602329, 2012; DNA repair and recombination protein RAD54-like (Homo sapiens), Q92698; inhibition, % at 10.4 µM;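 active = mean normalized replicate activity at least 40 and at least half of replicates scoring 40 or more; inconclusive = only one of the two criteria met; inactive = mean below 40 and under half of replicates reaching 40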;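 note: 0% = median of neutral control wells and 100% = median of positive control wells; inhibitors cause a drop in the FAM fluorescence signal; in these data hits start at about 50%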
XiGFP reactiv: activators of inactive X chromosome reactivation, primary screen, imaging, XiGFP fibroblasts, GFP high-content imaging, set 2 | XiGFP mouse fibroblasts, % GFP-positive cells imaging, 3 d; cells co-treated with 5-aza-dC sensitizer; scaled so ellipticine positive control = 100% | activation, % at 7.58 µM | actives 0.055% (n = 360,000);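 active = mean normalized replicate activation at least 10% and every replicate at or above 10%; inconclusive = only one of the two criteria met; inactive = mean below 10% and not all replicates reach 10%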;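 note: 0% = median of on-plate neutral control wells and 100% = ellipticine 6 µM median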
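material = 68-5-11 XiGFP fibroblast line | medium = DMEM plus 5-aza-dC sensitizer | schedule = 3 days compound exposure | benchmarks = positive control ellipticine, 6 µM final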
GSIS activator: GLuc luminescence reporter in INS-1E cells, primary screen for activators of glucose-dependent secretion of insulin; INS-1E GLuc reporter insulin secretion, 2-3 h; activation, % at 16.6 µM; actives 0.61% (n = 370,000);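 active = lowest replicate activation of at least 40%, so every replicate reaches that level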;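 note: 0% = median of neutral control wells and 100% = median of IBMX positive control wells; some compounds called inactive have numbers as strong as hits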
Casp6 inh: human caspase-6 inhibitors, primary screen, biochemical, VEID-R110 fluorescence, single point, set 2 | AID 686996, 2013 | actives 0.53% (n = 350,000) | P55212 | inhibition, % at 12.5 µM | purified caspase-6, Z-VEID-R110 cleavage fluorescence;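 active = mean inhibition across replicates at least about 35%, with every replicate also reaching that limit, limit read from the data; inconclusive = only one of the two criteria met; inactive = neither criterion met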;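 note: 0% = median of neutral control wells and 100% = no fluorescence left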
Target sequence (P55212 24-179 limits assumed): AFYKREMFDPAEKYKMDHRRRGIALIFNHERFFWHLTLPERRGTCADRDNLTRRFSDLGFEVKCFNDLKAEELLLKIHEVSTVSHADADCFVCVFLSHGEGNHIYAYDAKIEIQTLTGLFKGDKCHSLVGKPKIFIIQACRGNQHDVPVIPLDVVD
Target sequence (P55212 194-293 limits assumed): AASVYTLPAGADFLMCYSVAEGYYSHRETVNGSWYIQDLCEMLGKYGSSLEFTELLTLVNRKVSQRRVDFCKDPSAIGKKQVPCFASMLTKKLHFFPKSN
RAD52 inh: RAD52 DNA annealing inhibitors, primary screen, biochemical, FRET, single point, set 2; DNA repair protein RAD52 homolog (Homo sapiens), P43351; recombinant RAD52 DNA annealing, FRET fluorescence; inhibition, % at 18.7 µM; actives 0.46% (n = 360,000);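 active = every replicate showing at least 50% inhibition; inconclusive = mean inhibition at least 50% but not in every replicate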
Target sequence (P43351 whole entry, looked up): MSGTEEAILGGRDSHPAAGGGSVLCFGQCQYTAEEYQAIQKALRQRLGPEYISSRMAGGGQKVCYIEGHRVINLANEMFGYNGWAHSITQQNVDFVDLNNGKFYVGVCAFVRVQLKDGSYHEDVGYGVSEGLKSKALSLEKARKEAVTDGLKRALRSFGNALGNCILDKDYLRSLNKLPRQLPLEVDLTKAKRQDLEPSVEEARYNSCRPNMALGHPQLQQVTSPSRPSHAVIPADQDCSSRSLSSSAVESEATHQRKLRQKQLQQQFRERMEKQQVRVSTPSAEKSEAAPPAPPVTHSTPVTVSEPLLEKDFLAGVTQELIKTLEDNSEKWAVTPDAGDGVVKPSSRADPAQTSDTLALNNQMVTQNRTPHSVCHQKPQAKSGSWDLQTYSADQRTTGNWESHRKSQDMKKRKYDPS
E-sel inducer: E-selectin induction in HUVECs, primary screen, imaging, HUVEC, immunofluorescence imaging, single point | normalized: neutral wells 0, TNF-alpha wells 100 | activation, % at 7.58 µM | actives 0.37% (n = 260,000) | AID 686992, 2013;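 active = mean E-selectin-positive cell signal at least 10% of the positive control, reached in at least 60% of replicates, without over 20% cell loss; inconclusive = no rule given, readout overlaps actives, possibly toxicity-flagged; inactive = the rest, including those meeting only one limit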;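 note: in these data hits start at about 27%; measured in HUVEC primary endothelial cells; signal is the percent of cells scored E-selectin positive by PE staining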
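Read-out basis: % PE-positive cells; Test system: HUVEC primary endothelial cells; Technique: immunofluorescence imaging; Dosing: single-point compound dose.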
* hit, by the source's call; ? = inconclusive; . = no result given.

SMILES	F508del corr	DENV2 CPE rescue	RAD54 branch	XiGFP reactiv	GSIS activator	Casp6 inh	RAD52 inh	E-sel inducer
N#Cc1cccc(NC(=O)c2ccc(S(=O)(=O)N3CCOCC3)cc2)c1	0.8	1.5	6.0	-0.1	.	0.9	-20.8	0.3
CNC[C@@H]1Oc2c(NC(=O)C3CCOCC3)cccc2C(=O)N([C@H](C)CO)C[C@@H]1C	-4.0	-8.7	3.2	-0.1	10.1	1.1	-32.1	0.2
COC(=O)Cn1ccnc1[N+](=O)[O-]	0.3	-3.9	.	0.2	-0.4	-2.9	-1.7	0.5
CC[C@H](C)[C@H](NC(=O)CNC(=O)COc1cc2c(c3oc(=O)cc(C)c13)CCC(C)(C)O2)C(=O)O	-0.9	-7.7	14.9	0.0	2.3	-6.0	-9.3	.
COc1ccc(/C=N/NC(=O)Cn2ccnc2C)cc1OC	-0.3	1.2	2.7	0.1	2.5	-2.3	-8.3	-0.1
CCOc1cccc2cc(C(C)=O)oc12	1.0	14.2	-5.7	0.0	-5.5	2.2	10.4	-1.0
C[C@@H]1CCCCO[C@@H](CN(C)Cc2ccc(C(F)(F)F)cc2)[C@H](C)CN([C@@H](C)CO)C(=O)c2cc(N(C)C)ccc2O1	3.1	-3.1	-4.3	-1.0	-16.4	3.9	-9.1	0.4
O=C(COc1ccccc1F)OCC(=O)N1CCc2ccccc21	-2.2	17.9	5.5	-0.1	16.1	2.4	-14.4	0.0
CN(C)CCOc1ccc(Cl)cc1C(C)(C)C	0.6	4.7	4.8	0.0	-1.3	-2.9	-18.4	1.0
CC1=C(CC(=O)O)c2cc(F)ccc2/C1=C\c1ccc(S(C)=O)cc1 (centres undefined)	3.8	?	-0.4	-0.2	.	0.1	-14.1	0.2
COc1cc(CO)cc(I)c1O[C@H]1C=C(C(=O)NCCO)C[C@@H](N(CC2CCCCC2)C(=O)c2cc3ccccc3oc2=O)[C@@H]1O	0.1	-10.6	.	.	.	-2.1	11.5	.
COc1cccc(Nc2c([N+](=O)[O-])cncc2[N+](=O)[O-])c1	2.0	16.4	-0.3	0.0	-5.3	2.1	-0.1	0.2
COc1cc(CCC(=O)Nc2ccc(S(=O)(=O)NC3=NCCCCC3)cc2)cc(OC)c1OC	1.8	-4.4	-4.8	0.3	4.2	2.6	-24.0	4.1
COc1ccc2c3c(n(C)c2c1)[C@@H](CO)N(C(=O)Nc1ccc(F)cc1)CC31CN(CC2CCOCC2)C1	-3.2	0.7	.	0.3	-29.9	0.6	15.8	0.0
COc1cc2c(cc1OC)CN(C(=O)[C@@H]1[C@H]3C(=O)O[C@H](c4ccccc4)[C@H](c4ccccc4)N3[C@H](c3ccc(OCCO)cc3)[C@@]13C(=O)Nc1ccc(C#CCNC(N)=O)cc13)CC2	-0.3	6.1	-13.3	.	.	2.5	-95.4	.
COc1ccc(CC(=O)Nc2cc(S(=O)(=O)N3CCCCC3)ccc2N2CCN(C)CC2)cc1	1.7	?	-7.0	0.0	2.4	-1.1	-3.2	.
CCCCC(=O)Nc1nc(C)c(-c2csc(Nc3cc(OC)ccc3OC)n2)s1	1.2	-6.6	2.2	0.3	-5.6	-1.9	-11.2	0.5
Cc1noc(C)c1NC(=O)N(C)C[C@@H]1OCCCC[C@H](C)Oc2ccc(NC(=O)c3ccncc3)cc2C(=O)N([C@H](C)CO)C[C@@H]1C	0.2	-6.1	-20.0	-1.2	2.3	-2.0	-13.7	-0.4
NS(=O)(=O)c1ccc(NC(=O)Cc2c(F)cccc2Cl)cc1	3.4	3.7	.	0.0	-6.8	-1.8	-4.2	.
C[C@@H]1CCCCO[C@@H](CN(C)C(=O)c2ccncc2)[C@H](C)CN([C@H](C)CO)C(=O)c2cc(NC(=O)NC3CCCCC3)ccc2O1	-1.3	5.5	0.1	-0.2	10.6	.	.	0.1
CCOC(=O)c1sc(NC(=O)C2CC(=O)N(c3ccc(OC)cc3)C2)nc1C (centres undefined)	-1.1	5.4	-3.3	0.0	-42.6	4.4	-12.9	.
CC(=O)NC(c1ccc(F)c(F)c1)c1nc(-c2cccc(C(=O)O)c2)cs1 (centres undefined)	1.5	14.0	-15.0	0.0	8.3	10.6	0.8	0.3
OCCCNc1nccc(-c2cc(Nc3cccc(Cl)c3)ncn2)n1	-14.6	-0.4	3.5	2.0	.	1.0	-13.2	-0.2
C[C@H]1CN([C@@H](C)CO)C(=O)c2cccc(NC(=O)NC3CCCCC3)c2O[C@H]1CN(C)S(=O)(=O)c1ccc(Cl)cc1	-2.3	-7.7	0.2	2.4	-12.6	1.6	-31.1	-0.1
CCCNC(=O)N1CC2(C1)[C@H](c1ccccc1)[C@@H](CO)N2Cc1ccc(Cl)cc1	4.4	0.7	.	0.1	-7.8	0.9	-5.6	0.0
More structures:
SMILES	F508del corr	DENV2 CPE rescue	RAD54 branch	XiGFP reactiv	GSIS activator	Casp6 inh	RAD52 inh	E-sel inducer
COc1ccc(-c2ccc3c(c2)[C@H]2[C@H](CCN2C(=O)C2CCCCC2)[C@H](CO)N3C)cc1	3.0	-19.4	9.6	0.1	-19.0	-4.4	6.2	0.7
C=Cc1ccc(COC(=O)c2cn(CC)c3nc(C)ccc3c2=O)cc1	1.3	3.2	-6.6	0.0	25.9	1.5	9.6	.
COC(=O)c1c(-c2cccc(OC)c2)csc1N	1.1	1.3	4.7	0.2	1.1	3.2	-6.0	.
COCCCNc1nc2ccccc2[nH]c1=O	1.3	0.4	.	0.2	-8.3	2.2	-6.1	.
C[C@H]1CN([C@@H](C)CO)C(=O)c2cccc(NC(=O)C3CCOCC3)c2O[C@@H]1CN(C)C(=O)Nc1ccccc1	-3.1	11.0	10.1	-1.1	5.7	3.4	1.3	-9.0
CC1(C)CC(=O)C=C(c2cccnc2)C1	0.9	.	1.7	0.0	17.4	.	.	0.1
COCC(=O)N(C)C[C@@H]1Oc2ncc(C#Cc3cccnc3)cc2C(=O)N([C@H](C)CO)C[C@@H]1C	-3.6	13.6	3.8	-1.0	3.3	-0.2	1.3	0.6
CCc1noc(C)c1C(=O)N1CCN(S(=O)(=O)c2cccs2)CC1	-2.8	-6.1	-13.1	0.1	18.4	-117.8	-5.8	-0.2
C[C@H]1CN([C@@H](C)CO)C(=O)c2cc(/C=C/c3ccccc3)cnc2O[C@H]1CN(C)Cc1cccc(C(=O)O)c1	-1.4	-8.8	2.6	-0.4	5.6	0.4	13.1	-0.1
O=S1(=O)CCN2N=C(C34CC5CC(CC(C5)C3)C4)SC2=N1	1.1	-5.3	.	0.0	-0.2	13.6	-2.9	.
O=c1[nH][nH]c2c1[C@@H](c1ccc(F)cc1)O[C@H](C1CCCCC1)C2	0.9	5.9	.	-0.1	5.4	1.4	-4.2	-0.1
Cc1c2cnn(CC(=O)NCc3ccccn3)c(=O)c2c(C)n1Cc1ccc(Cl)cc1	-2.0	7.0	-8.8	0.0	-17.0	0.9	-12.0	.
C#CCOCCOCCOCCNc1nc(N2CCN(C(=O)Cn3cc(CC(C)O)nn3)CC2)nc(N2CCN(C(=O)[C@H](CCCCN)n3cc(CC(C)O)nn3)CC2)n1 (some centres undefined)	1.0	?	-13.5	0.0	20.1	-2.1	1.7	0.8
S=C(NCc1ccccc1)NNc1ccccc1	-2.2	-5.6	.	0.0	.	1.7	4.1	1.3
COCC(=O)N1CC[C@@H]2[C@H]1c1cc(-c3cccc(OC)c3)ccc1N(C)[C@@H]2CO	1.3	-3.3	6.9	0.5	-9.1	-4.9	1.7	1.5
COc1ccc(NC(=O)C(c2ccccn2)N(C(C)=O)c2ccc(C)cc2)cc1 (centres undefined)	.	.	2.3	-0.1	2.8	.	.	0.0
COc1cccc(-c2ccc3c(c2)[C@@H]2[C@@H](CCN2S(=O)(=O)c2ccccc2F)[C@@H](CO)N3C)c1	5.4	-32.5	20.0	0.2	-3.0	.	34.1	-0.4
COc1ccc(C(c2nnnn2C(C)(C)C)N2CCN(C(=O)c3ccco3)CC2)cc1 (centres undefined)	3.1	13.1	11.0	0.1	5.1	1.4	-10.0	-0.2
O=C(OCc1ccccc1)N1CCC2CC1c1c(-c3ccc(C(F)(F)F)cc3)cccc12 (centres undefined)	-2.0	-3.3	3.3	.	-1.2	-1.9	-1.3	0.2
O=C(C1CCCCC1)N1CC2(C1)[C@@H](c1ccccc1)[C@H](CO)N2Cc1ccccc1F	1.5	-9.2	.	0.5	-17.9	-1.9	-68.9	-0.2
O=C(Nc1ccc(F)cc1)Nc1cc(S(=O)(=O)N2CCOCC2)ccc1N1CCCC1	0.0	-0.8	.	0.0	-4.5	.	-13.9	.
CC(C)NC(=O)N(C)C[C@@H]1Oc2cc(-c3ccccc3)ccc2S(=O)(=O)N([C@@H](C)CO)C[C@H]1C	-1.2	3.2	-5.4	-0.2	-9.2	0.1	5.1	-0.1
C#CCNC(=O)C[C@@H]1C[C@@]2(C(=O)OCC)CCCC=C2N(CCC2=CCCCC2)C1=O	-0.1	-5.9	.	0.0	-11.9	0.7	-9.9	5.5
CCCNC(=O)N1[C@H](CO)[C@H](c2ccccc2)[C@@H]1CNC(=O)C1CCCC1	-0.5	22.1*	.	0.0	-7.7	-2.7	-8.2	-0.1
CCCCn1nnnc1C(c1cc2ccccc2o1)N(CCN(C)C)Cc1ccccc1 (centres undefined)	-0.1	18.0	.	0.4	-12.5	-4.3	31.8	0.1

A run of entries of the results above, as a working copy:
SMILES	F508del corr	DENV2 CPE rescue	RAD54 branch	XiGFP reactiv	GSIS activator	Casp6 inh	RAD52 inh	E-sel inducer
C#CCOCCOCCOCCNc1nc(N2CCN(C(=O)Cn3cc(CC(C)O)nn3)CC2)nc(N2CCN(C(=O)[C@H](CCCCN)n3cc(CC(C)O)nn3)CC2)n1 (some centres undefined)	1.0	?	-13.5	0.0	20.1	-2.1	1.7	0.8
S=C(NCc1ccccc1)NNc1ccccc1	-2.2	-5.6	.	0.0	.	1.7	4.1	1.3
COCC(=O)N1CC[C@@H]2[C@H]1c1cc(-c3cccc(OC)c3)ccc1N(C)[C@@H]2CO	1.3	-3.3	6.9	0.5	-9.1	-4.9	1.7	1.5
COc1ccc(NC(=O)C(c2ccccn2)N(C(C)=O)c2ccc(C)cc2)cc1 (centres undefined)	.	.	2.3	-0.1	2.8	.	.	0.0

Compound profiles, from the list above.
C=Cc1ccc(COC(=O)c2cn(CC)c3nc(C)ccc3c2=O)cc1 is listed with F508del corr = 1.3; DENV2 CPE rescue = 3.2; RAD54 branch = -6.6; XiGFP reactiv = 0.0; GSIS activator = 25.9; Casp6 inh = 1.5; RAD52 inh = 9.6; E-sel inducer = .
CCc1noc(C)c1C(=O)N1CCN(S(=O)(=O)c2cccs2)CC1 is listed with F508del corr = -2.8; DENV2 CPE rescue = -6.1; RAD54 branch = -13.1; XiGFP reactiv = 0.1; GSIS activator = 18.4; Casp6 inh = -117.8; RAD52 inh = -5.8; E-sel inducer = -0.2

Bioassay records deposited in PubChem BioAssay by Broad Institute.
